HTR5A inv ctr: HTR5A inverse agonism, opioid heterodimer counter-screen | P47898 | HTR5A cell line, luminescence | inhibition, % at 9.3 µM | 0.083% of 340,000 active; in the data active = inhibition mostly above about 23%, no sharp cut-off; inactive = mostly below about 18%;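 also: 0% = cells with DMSO and 100% = no-cell wells with DMSO; some compounds called inactive have numbers as strong as hits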
V-ATPase pH: alters yeast V-ATPase proton transport. AID 504577. S. cerevisiae, pHLuorin cytosolic pH fluorescence. 0.37% of 350,000 active. response, % at 10 µM; in the data active = response mostly above about 7.3%, no sharp cut-off; inactive = mostly below about 5.4%; also: actives read high; inactives centre near 0; some compounds called inactive have numbers as strong as hits; reference of the scale not given here
CAL PDZ FP: CAL PDZ (human) peptide binding inhibition; Q9HD26; purified CAL PDZ, TMR-peptide fluorescence polarization, 1 h; inhibition, % at 24.9 µM; 0.92% of 300,000 active; AID 602252;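 active = mean inhibition of at least 30% with at least half of replicates also reaching 30%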;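 also: 0% = DMSO neutral control and 100% = excess unlabeled competitor peptide PRC23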
Keap1-Nrf2 PPI: inhibitors of human Keap1-Nrf2 protein-protein interaction; Keap1 Kelch-Nrf2 peptide fluorescence polarization, 1536-well; 0.15% of 340,000 active; inhibition, % at 9.4 µM; AID 504523; in the data active = inhibition above about 12%;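 also: human Keap1 Kelch domain with fluorescein labeled Nrf2 9mer peptide probe; 0% = neutral control wells and 100% = peptide positive control; higher means more block of Keap1 binding to Nrf2 peptide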
C-LANA FP: blocks KSHV LANA C-terminal domain binding to DNA | 0.078% of 340,000 active | MBP-C-LANA/FAM-LBS DNA binding, fluorescence polarization | inhibition, % at 9 µM;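 active = highest replicate inhibition at or above 60% at 9 µM, even if other replicates fall short; inactive = all replicates below 60% inhibition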;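 also: 0% = neutral control wells and 100% = 4 µM acridine orange control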
Cardiac RTF inh: cardiac RTF calcium desensitization. P19429+P45379. IANBD-labeled cardiac RTF, Ca2+ fluorescence. inhibition, % at 7.15 µM. 0.12% of 340,000 active;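 active = inhibition above the mean inhibition of all tested compounds plus 3 SD, cut at about 17% in these data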;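 also: assay run at fixed EC70 calcium of 1.6 mM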
OPRM1-OPRD1 inv: mu-delta opioid heterodimer inverse agonism | cell-based MOR-DOR heterodimer luminescence | 0.21% of 340,000 active | inhibition, % at 9.3 µM | AID 504357 | P35372+P41143; in the data active = inhibition above about 22%, passing the limit was not always enough;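 also: 0% = cells with DMSO and 100% = wells without cells with DMSO; values of inactives mirror those of a sister screen read the other way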
Target sequence (P35372 whole entry, looked up): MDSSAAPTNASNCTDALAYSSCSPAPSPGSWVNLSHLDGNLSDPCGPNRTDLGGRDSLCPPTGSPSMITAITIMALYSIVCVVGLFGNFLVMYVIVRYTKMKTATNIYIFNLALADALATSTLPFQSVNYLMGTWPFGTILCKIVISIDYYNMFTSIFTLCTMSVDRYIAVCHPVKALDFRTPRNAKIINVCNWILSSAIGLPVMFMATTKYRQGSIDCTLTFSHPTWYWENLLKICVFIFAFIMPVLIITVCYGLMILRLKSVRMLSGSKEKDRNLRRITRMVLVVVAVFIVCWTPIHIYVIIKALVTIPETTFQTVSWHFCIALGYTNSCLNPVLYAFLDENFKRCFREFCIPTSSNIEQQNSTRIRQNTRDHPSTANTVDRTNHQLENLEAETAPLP
Target sequence (P41143 whole entry, looked up): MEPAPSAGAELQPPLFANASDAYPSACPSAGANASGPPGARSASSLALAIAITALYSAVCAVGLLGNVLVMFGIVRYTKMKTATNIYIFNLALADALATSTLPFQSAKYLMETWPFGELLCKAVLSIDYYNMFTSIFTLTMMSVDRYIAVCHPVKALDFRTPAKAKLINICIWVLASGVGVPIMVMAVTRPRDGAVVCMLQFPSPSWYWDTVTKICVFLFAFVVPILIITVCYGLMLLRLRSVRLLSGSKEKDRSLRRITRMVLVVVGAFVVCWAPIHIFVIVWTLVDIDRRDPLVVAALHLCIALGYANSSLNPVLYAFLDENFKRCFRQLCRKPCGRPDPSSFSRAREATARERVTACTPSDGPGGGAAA
MOR-DOR ag: agonists of human mu-delta opioid receptor heterodimerization; 0.3% of 340,000 active; activation, % at 9.3 µM; P35372+P41143; cells, OPRM1-OPRD1 heterodimerization, luminescence; in the data active = activation above about 18%;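 also: 0% = vehicle-treated cells and 100% = reference agonist; values of inactives mirror those of a sister screen read the other way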
cardiac RTF act: increases calcium sensitivity of human cardiac regulated thin filaments; IANBD-labeled TnC RTF fluorescence at EC20 calcium; 0% EC20 calcium, 100% full calcium; activation, % at 7.2 µM; AID 493008; 0.24% of 340,000 active;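 active = activation above the mean over all tested compounds plus 3 SD, cut at about 30% in these data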;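 also: rise in fluorescence read as greater calcium sensitivity of cardiac thin filaments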
HTR5A ag: activates human HTR5A in OPRM1-OPRD1 agonist counter-screen. P47898. HTR5A agonist assay, luminescence, cell-based. activation, % at 9.3 µM. 0.61% of 340,000 active. AID 504692; in the data active = activation mostly above about 9.5%, no sharp cut-off; inactive = mostly below about 7.6%;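 also: 0% = cells with vehicle only and 100% = reference agonist; strong numbers were not always called active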
Active calls of the source: *; . = no result given. Not a hit list; overall some 2.8% were active at least once.

SMILES | HTR5A inv ctr | V-ATPase pH | CAL PDZ FP | Keap1-Nrf2 PPI | C-LANA FP | Cardiac RTF inh | OPRM1-OPRD1 inv | MOR-DOR ag | cardiac RTF act | HTR5A ag
Cc1cccc2sc(N(CCCN(C)C)C(=O)c3ccc(S(=O)(=O)N4CCc5ccccc5C4)cc3)nc12 | -13 | -1 | -3 | -2 | -1.0 | -7 | -102 | 18 | -1 | 4
O=C(N/N=C\c1ccc2c(c1)OCO2)c1cncc(Br)c1 | -14 | 3 | 4 | 0 | -1.7 | -8 | 4 | -0.7 | -6 | 5
CCn1c(SCC(=O)Nc2ccc(F)cc2)nnc1C1CC1 | -15 | 6 | -2 | 1 | 0.4 | 11 | -3 | 0.5 | -6 | 5
O=C(/C=C/c1ccco1)NC(=S)Nc1cccc([N+](=O)[O-])c1 | -16 | 2 | -4 | 5 | 1.9 | 11 | 0 | 0.0 | 5 | 3
COc1ccc(S(=O)(=O)N(C)C)cc1NC(=O)COC(=O)c1nn(C)c(=O)c2ccccc12 | -14 | 4 | -2 | -7 | 1.8 | -16 | 12 | -2.3 | -3 | 1
CN1C(=O)c2ccccc2C(C(=O)O)C1c1cccc([N+](=O)[O-])c1 (configuration not stated) | 2 | 1 | -6 | 2 | -1.0 | -1 | 7 | -1.3 | -2 | 7
Cc1noc(C)c1NC(=O)N(C)C[C@H]1Oc2ccc(NC(=O)Cc3ccccc3)cc2C(=O)N([C@H](C)CO)C[C@@H]1C | -2 | -2 | 2 | 3 | 2.0 | -4 | 14 | -2.4 | 2 | 0
Cc1cc(=O)cc(C)n1-c1ccccc1Br | 9 | 1 | . | -1 | 0.1 | -8 | 12 | -2.4 | 0 | -2
COc1ccccc1C(=O)COC(=O)c1ccc(N(C)C)cc1 | -9 | -3 | -2 | -2 | -2.3 | -2 | 5 | -0.9 | -3 | 3
NS(=O)(=O)c1cccc(NC(=O)COC(=O)CCSc2ccccc2)c1 | -6 | -3 | 1 | 0 | 2.5 | -8 | 17 | -3.2 | 1 | -1
O=c1c2c(n3cnnc3n1-c1ccccc1)-c1ccccc1CC21CCCC1 | -7 | -4 | -3 | -1 | 2.7 | 6 | 18 | -3.8 | 4 | 13*
Cc1ccc(OCCNC(=O)c2cc(C(=O)NCCOc3ccc(C)cc3)cc([N+](=O)[O-])c2)cc1 | -10 | -3 | 3 | 1 | -0.9 | -9 | -28 | 5.3 | -6 | -2
Nc1c(Cl)ncnc1NCC(O)CO (configuration not stated) | 17 | -5 | 0 | 3 | -1.1 | -13 | 18 | -3.6 | 1 | 10
Cc1ccccc1OCC(=O)NNC(=O)c1cc(S(=O)(=O)N2CCOCC2)ccc1N1CCCC1 | 10 | 2 | -2 | -4 | -0.9 | 0 | 13 | -2.3 | 5 | -4
CC(=O)Nc1cc(C(=O)O)ccc1S(=O)(=O)c1ccc(C)cc1 | -9 | 1 | . | 1 | -0.2 | -5 | 10 | -1.9 | -7 | 3
O=C(Cn1nnc(N2CCCCC2)n1)c1ccc(Cl)c(Cl)c1 | . | 1 | -2 | -9 | -1.8 | . | . | . | . | .
C/C(=N\NC(=O)COc1ccccc1-c1ccccc1)c1cccnc1 | -11 | 0 | 2 | -2 | 0.6 | -12 | -3 | 0.7 | -1 | 4
N#Cc1nc(Cc2ccccc2)oc1NCc1cccnc1 | -34 | -4 | -3 | -1 | 1.1 | -11 | 10 | -1.7 | 9 | -4
COc1ccc(NS(=O)(=O)c2ccc(OC)c(NC(=O)CCC3CCCCC3)c2)cc1 | -15 | -2 | -1 | -6 | 0.0 | -30 | -17 | 3.2 | 5 | 4
O=C(C1CCCCN1S(=O)(=O)c1ccccc1)N1CCN(C(c2ccccc2)c2ccccc2)CC1 (configuration not stated) | -5 | -1 | 2 | -2 | 0.1 | -4 | -14 | 2.6 | -1 | -2
COc1cccc(/C=N/NC(=S)NCCc2ccccc2)c1OC | 4 | 0 | -4 | 1 | -2.0 | -3 | 0 | -0.1 | -2 | -1
CC(C)(C)CC(C)(C)c1ccc(O)c(CN2CCN(CCC#N)CC2)c1 | -9 | 0 | -10 | -2 | 0.4 | -17 | -20 | 3.3 | -1 | 3
CCOc1ccccc1N(CC(=O)Nc1ccccc1C(=O)OC)S(C)(=O)=O | -22 | -2 | -4 | 0 | 0.7 | -3 | 20 | -4.0 | 0 | -1
CCCn1c2ccccc2c2cnn(CC(=O)N3CCOCC3)c(=O)c21 | -1 | -2 | -3 | -1 | -0.6 | 2 | 14 | -2.6 | -6 | 0
C/C(=N\NC(=O)COc1ccccc1-c1ccccc1)c1ccccn1 | -8 | -2 | -1 | -2 | -0.5 | -6 | 16 | -3.0 | -6 | -11

Looked up above:
CC(=O)Nc1cc(C(=O)O)ccc1S(=O)(=O)c1ccc(C)cc1 – OPRM1-OPRD1 inv: 10
COc1ccc(S(=O)(=O)N(C)C)cc1NC(=O)COC(=O)c1nn(C)c(=O)c2ccccc12 – Keap1-Nrf2 PPI: -7
NS(=O)(=O)c1cccc(NC(=O)COC(=O)CCSc2ccccc2)c1 – HTR5A ag: -1
COc1cccc(/C=N/NC(=S)NCCc2ccccc2)c1OC – OPRM1-OPRD1 inv: 0
O=C(/C=C/c1ccco1)NC(=S)Nc1cccc([N+](=O)[O-])c1 – cardiac RTF act: 5

(more compounds)
SMILES | HTR5A inv ctr | V-ATPase pH | CAL PDZ FP | Keap1-Nrf2 PPI | C-LANA FP | Cardiac RTF inh | OPRM1-OPRD1 inv | MOR-DOR ag | cardiac RTF act | HTR5A ag
COc1cc2sc3ccc(C#Cc4ccc(N)cc4)cc3c(=O)c2cc1OC | -38 | 14 | -4 | -5 | 0.5 | -17 | -34 | 6.2 | 4 | 15
Cc1ccc(NC2CCCN(C(=O)CCCN3CCCCC3=O)C2)cc1C (configuration not stated) | 8 | 0 | 2 | -1 | 1.4 | 4 | 15 | -3.0 | -2 | -3
O=C(COC(=O)c1cccc(Br)c1)NCCNC(=O)COC(=O)c1cccc(Br)c1 | 17 | -1 | . | -4 | 0.4 | 1 | 5 | -0.8 | -4 | 3
O=C1CC(C(=O)O)S/C(=N\NC(=O)c2ccc(F)cc2)N1 (configuration not stated) | -17 | 3 | -2 | -2 | -0.3 | 6 | 11 | -2.1 | 8 | 0
O=C(CSc1nc(-c2ccco2)cc(C(F)(F)F)n1)NCCc1ccccc1 | -1 | 4 | 1 | -5 | -0.7 | -6 | 16 | -3.3 | -7 | 1
CCNC(=O)N(CC)C[C@H]1N[C@@](C)(C(=O)OC)[C@H]2C(=O)N(C)C(=O)[C@@H]12 | -10 | 4 | -5 | -2 | 0.9 | -10 | 8 | -1.7 | 5 | 3
Cc1c(Cl)cccc1NC(=S)NCCN1CCOCC1 | 20 | -1 | -3 | -6 | 0.1 | 13 | 4 | -0.9 | 3 | -4
CCOC(=O)C1=C(C)OC(N)=C(C#N)C1c1cc(OC)c2c(c1)OCO2 (configuration not stated) | -1 | -2 | . | -5 | -0.2 | -1 | 4 | -1.0 | -1 | 8
COc1cc(C(=O)N2CCN(C(=O)C3COc4ccccc4O3)CC2)cc(OC)c1OC (configuration not stated) | -7 | 4 | -2 | -3 | 0.1 | 2 | 15 | -2.8 | -3 | 2
COc1ccccc1CC(NC(C)=O)C(=O)N1CCN(C(=O)Nc2ccccc2Cl)CC1 (configuration not stated) | 26 | -7 | -1 | -1 | 1.1 | -10 | -8 | 1.5 | -1 | 1
CCOC(=O)c1oc2ccccc2c1NC(=O)c1cccc(OC)c1OC | -18 | 3 | . | -2 | -0.2 | 5 | -8 | 1.5 | 3 | -3
COc1cc(OC)cc(C(=O)Nc2nc3ccccc3[nH]2)c1 | -17 | 1 | -2 | -2 | 3.1 | 7 | -3 | 0.5 | 6 | 1
CC(C)Cc1c2c([nH]c(=S)c1C#N)CCCC2 | -1 | 0 | -1 | -2 | 1.6 | 1 | 12 | -2.1 | 1 | 0
CCOC(=O)c1[nH]c(C)c(C(=O)N2CCc3c([nH]c4ccccc34)C2c2ccccn2)c1C (configuration not stated) | -9 | -4 | 4 | -2 | -0.3 | 2 | 5 | -0.7 | -9 | 0
NC(=O)c1ccc(-n2nnnc2SCC(=O)Nc2ccccc2F)cc1 | 18 | 2 | -3 | -2 | -1.3 | -3 | 22 | -4.9 | 4 | -5
CSC1=NCCN1C(=O)Cc1cccs1 | -6 | -1 | . | -3 | 0.5 | -7 | 15 | -2.9 | 3 | 2
CCOC(=O)CC(=O)CSC1=C(C#N)C(c2ccccc2OC)CC(=O)N1 (configuration not stated) | 11 | 1 | 0 | -5 | -1.0 | -5 | -6 | 1.0 | 15 | -4
CC(=O)Oc1cccc(N2C(=O)C3CC=CCC3C2=O)c1 (configuration not stated) | -12 | -6 | 0 | 0 | -0.3 | -2 | 13 | -2.3 | 7 | -3
CC(C)NC(=O)c1onc(CSc2ccc(F)c(F)c2)c1C(=O)NC(C)C | -1 | 11 | -3 | 1 | -0.8 | -3 | -39 | 6.9 | 6 | 0
S=c1nc(-c2ccccc2)n(-c2ccccc2)[nH]1 | 10 | -1 | -1 | 2 | 1.6 | 7 | 12 | -2.6 | 3 | -3
O=C1OC[C@@H]2CCCN2C(=O)[C@H](CC(=O)N(CCO)Cc2ccccc2)C/C=C\C[C@H]1Cc1ccc(F)cc1 | 1 | -1 | -1 | 6 | 0.2 | -4 | 13 | -2.2 | 14 | 2
CC(c1ccc(F)cc1)n1cc(S(=O)(=O)N2CCCC2)ccc1=O (configuration not stated) | 9 | 1 | 27 | 1 | -1.3 | -7 | 8 | -1.9 | -1 | -3
O=C(C[n+]1cccc(C(=O)N/N=C/c2cccc([N+](=O)[O-])c2)c1)c1ccccc1 | -21 | -2 | -2 | -3 | -0.4 | 0 | -7 | 1.0 | 2 | 7
COc1cc(C(NC=O)C(=O)Nc2c(C)cccc2C)ccc1O (configuration not stated) | -1 | -2 | -1 | -4 | -0.2 | 0 | 8 | -1.4 | -4 | 4
Cc1cccc(-c2nc3sc(C)cc3c(=O)o2)c1 | -17 | -2 | 6 | -1 | -0.2 | -8 | -3 | 0.6 | -4 | 6
CCOC(=O)C1CCN(c2c(NCc3ccc(N(C)C)cc3)c(=O)c2=O)CC1 | 15 | -2 | -2 | 2 | -0.5 | -12 | 5 | -0.9 | 6 | 5
O=C(NCc1cccs1)c1ccncc1 | 0 | 2 | 74* | -2 | 0.9 | 7 | 15 | -2.5 | 5 | 0
O=C(Cc1cccc2ccccc12)N/N=C/c1ccc(O)c([N+](=O)[O-])c1 | 10 | 0 | -6 | 3 | 0.8 | 6 | 11 | -1.9 | -1 | -4
O=C(O)[C@H](Cc1ccccc1)Nc1ccc([N+](=O)[O-])cn1 | -3 | -9 | -5 | 0 | -0.7 | -1 | 6 | -1.2 | -4 | 1

A second format for 2 compounds above:
CCOC(=O)C1=C(C)OC(N)=C(C#N)C1c1cc(OC)c2c(c1)OCO2 (configuration not stated)
  HTR5A inv ctr = -1
  V-ATPase pH = -2
  CAL PDZ FP = .
  Keap1-Nrf2 PPI = -5
  C-LANA FP = -0.2
  Cardiac RTF inh = -1
  OPRM1-OPRD1 inv = 4
  MOR-DOR ag = -1.0
  cardiac RTF act = -1
  HTR5A ag = 8
Cc1cccc(-c2nc3sc(C)cc3c(=O)o2)c1
  HTR5A inv ctr = -17
  V-ATPase pH = -2
  CAL PDZ FP = 6
  Keap1-Nrf2 PPI = -1
  C-LANA FP = -0.2
  Cardiac RTF inh = -8
  OPRM1-OPRD1 inv = -3
  MOR-DOR ag = 0.6
  cardiac RTF act = -4
  HTR5A ag = 6

Source: PubChem BioAssay
